# PGK inhibitor: qHTS Assay to Find Inhibitors of Phosphoglycerate Kinase; Potency, µM (doses to about 57.5 µM), for inactives: top-dose activity change, negative = inhibition, hits mostly inhibitors; actives 0.043% (n = 380,000); Phosphoglycerate kinase, glycosomal (Trypanosoma brucei brucei), P07378; PGK/GAPDH coupled, Kinase-Glo luminescence, 60 min; also: potency is read from the fitted curve at half-maximal effect; % is scaled to controls: 0 for no effect and ±100 for the full control effect; nearly all actives have a fitted effect of over 60% in size
# Target sequence (P07378 whole entry, looked up): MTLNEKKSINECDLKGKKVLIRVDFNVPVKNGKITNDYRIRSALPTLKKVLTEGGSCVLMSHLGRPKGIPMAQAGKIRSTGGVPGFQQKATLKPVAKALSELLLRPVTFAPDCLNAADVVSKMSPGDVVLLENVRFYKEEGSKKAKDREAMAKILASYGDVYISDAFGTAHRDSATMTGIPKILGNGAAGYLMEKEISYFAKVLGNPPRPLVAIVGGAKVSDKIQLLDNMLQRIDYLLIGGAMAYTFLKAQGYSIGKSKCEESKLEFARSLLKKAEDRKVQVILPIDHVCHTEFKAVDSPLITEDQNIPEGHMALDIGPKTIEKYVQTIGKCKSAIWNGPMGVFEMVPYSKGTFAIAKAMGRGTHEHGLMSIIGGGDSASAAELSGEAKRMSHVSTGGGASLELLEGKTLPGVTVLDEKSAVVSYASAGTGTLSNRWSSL
#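 Luminescent ATP detection (Kinase-Glo Plus) follows a 60-minute room-temperature incubation, with wells lacking PGK as controls. Buffer: 100 mM TEA (pH 7.6), 5 mM MgCl2, 0.01% Tween-20. Coupling enzyme GAPDH (100 nM final) supplies unstable 1,3-BPG in-well.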
# HP1b binding inh: HTS for Inhibitors of HP1-beta Chromodomain Interactions with Methylated Histone Tails. Chromobox protein homolog 1 (Homo sapiens), P83916. AlphaScreen HP1-beta / biotin-H3K9me3 peptide binding. Potency, µM (series often up to 114 µM), without a hit: at the top dose activity change, negative = inhibition, actives largely listed as inhibitors. actives 0.56% (n = 390,000). AID 540317, 2011; also: potency is read from the fitted curve at half-maximal effect; nearly all actives have a fitted effect of over 70% in size; inactives centre near 23
# Target sequence (P83916 whole entry, looked up): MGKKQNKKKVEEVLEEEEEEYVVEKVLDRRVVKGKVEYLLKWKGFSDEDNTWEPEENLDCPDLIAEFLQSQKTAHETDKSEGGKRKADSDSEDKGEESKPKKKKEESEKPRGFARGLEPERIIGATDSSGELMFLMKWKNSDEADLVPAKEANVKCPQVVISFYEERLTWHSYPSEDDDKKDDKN
#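 Compound inhibition of the preformed complex between 50 nM HP1-beta and 50 nM biotinylated H3K9me3 peptide was read by AlphaScreen. Buffer was PBS pH 7.4 with 0.01% Tween-20. Incubations ran 30 min at room temperature, with 10 ug/mL donor/acceptor beads.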
# G9a block: qHTS Assay for Inhibitors of Histone Lysine Methyltransferase G9a; actives 8.8% (n = 350,000); Potency, µM (series often up to 102 µM), inactives show at the top dose activity, negative = inhibition, most hits filed as inhibitors; Histone-lysine N-methyltransferase EHMT2 (Homo sapiens), Q96KQ7; G9a H3K9 monomethylation, AlphaScreen, 2 h; also: potency is read from the fitted curve at half-maximal effect; % is scaled to controls: 0 for no effect and ±100 for the full control effect; nearly all actives have a fitted effect of over 75% in size
# Target sequence (Q96KQ7 913-1193 limits assumed): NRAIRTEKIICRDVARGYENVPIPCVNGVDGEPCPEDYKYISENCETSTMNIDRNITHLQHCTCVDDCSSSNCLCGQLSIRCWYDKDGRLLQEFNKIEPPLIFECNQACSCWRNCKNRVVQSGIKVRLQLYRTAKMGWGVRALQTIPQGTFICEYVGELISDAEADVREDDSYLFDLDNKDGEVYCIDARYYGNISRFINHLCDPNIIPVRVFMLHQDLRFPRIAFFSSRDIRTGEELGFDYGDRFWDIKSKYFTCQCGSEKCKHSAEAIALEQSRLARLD
#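 Readings reflect AlphaScreen signal from monomethyl-H3K9 antibody detection. HMT at 20 nM; substrate b-H3K9 500 nM; cofactor SAM 20 uM; 2 h RT reaction; compounds tested as titrations in qHTS with 15 min preincubation.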
# PI4K2A inh: qHTS for small molecular inhibitors of PI4K2A | Phosphatidylinositol 4-kinase type 2-alpha (Homo sapiens), Q9BTU6 | purified PI4K2A, ADP-Glo luminescence, 1 h; stronger effect = lower value | activity change, negative = inhibition, % at 76.9 µM | AID 1346378, 2018 | actives 0.13% (n = 420,000); in the data active = activity change below about -50%; inconclusive = mostly about -30% to -49%;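 also: -100% = wells without enzyme as full effect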
#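 ADP-Glo luminescence measured ADP generated by PI4K2A enzyme (4 ug/mL before mixing) with 1.2 mM PI substrate (pre-mix) and 300 microM ATP (pre-mix). Tris pH7.5 buffer with MgCl2, Triton X-100; 1 h reaction at ambient temperature.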
# GLS inh: qHTS for Inhibitors of Glutaminase (GLS); GLS enzymatic activity, qHTS titration; Glutaminase kidney isoform, mitochondrial (Homo sapiens), O94925; Potency, µM (series often up to 45.5 µM), for the others: top-dose activity change, negative = inhibition, actives largely listed as inhibitors; AID 624170, 2012; actives 0.21% (n = 410,000); also: potency is read from the fitted curve at half-maximal effect; % is scaled to controls: 0 for no effect and ±100 for the full control effect
#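 Coupled fluorescence readout: glutamate oxidase/HRP/Amplex Red detect glutamate formed by hKGA from L-glutamine (1 mM solution added). Buffer 45 mM KH2PO4 pH 8.2, 0.02% Tween-20; reads at t0 and 30 min RT.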
# Pin1 inh: qHTS Assay to Find Inhibitors of Pin1. Peptidyl-prolyl cis-trans isomerase NIMA-interacting 1 (Homo sapiens), Q13526. Pin1 FP peptide displacement, HiFluor488, 10 min. Potency, µM (series often up to 115 µM), for inactives: at the top dose activity, negative = inhibition, hits mostly inhibitors. actives 0.009% (n = 390,000). AID 504891, 2011; active = well fitted inhibition curve with a large enough effect in the polarisation, with a control signal flat, not every such curve was filed as active; inconclusive = small, poorly fitted or top-dose-only effect, or effect the other way, or a change in a side signal; inactive = no such curve, though single readings can be large or run the other way; the % refers to the polarisation; also: potency is read from the fitted curve at half-maximal effect; % is scaled to controls: 0 for no effect and ±100 for the full control effect
# Target sequence (Q13526 whole entry, looked up): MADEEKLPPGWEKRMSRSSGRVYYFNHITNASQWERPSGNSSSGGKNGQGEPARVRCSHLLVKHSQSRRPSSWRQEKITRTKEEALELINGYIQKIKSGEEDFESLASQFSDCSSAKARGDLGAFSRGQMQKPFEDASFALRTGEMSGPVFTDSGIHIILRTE
# JMJD2A Tudor: qHTS Assay for Inhibitors of JMJD2A-Tudor Domain; Potency, µM (titrated, usually from 114 µM), without a hit: top-dose activity change, negative = inhibition, hits mostly inhibitors; AlphaScreen JMJD2A-Tudor / H3K4me3 peptide binding; actives 4.4% (n = 390,000); Lysine-specific demethylase 4A (Homo sapiens), O75164; AID 504339, 2011; also: potency is read from the fitted curve at half-maximal effect; % is scaled to controls: 0 for no effect and ±100 for the full control effect; nearly all actives have a fitted effect of over 50% in size
# ERG-DNA inh: qHTS for Small Molecule Inhibitors of the ERG Ets/DNA interaction. fluorescence polarization, His-ERG Ets domain / labelled DNA. Potency, µM (top dose mostly 76.9 µM), without a hit: at the top dose FP activity, negative = inhibition, most hits filed as inhibitors. actives 0.028% (n = 370,000); active = well fitted inhibition curve with a large enough effect in the polarisation, with a control signal flat; inconclusive = small, poorly fitted or top-dose-only effect, or effect the other way, or a change in a side signal; inactive = no such curve, though single readings can be large or run the other way; the % refers to the polarisation;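 also: polarization taken with two DNA probes labelled with fluorescein and Texas red; potency is read from the fitted curve at half-maximal effect; % of control where 0% means no effect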
#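 His-tagged ERG Ets domain (1 uM in the protein solution; 300mM KCl, 50mM Tris-HCl, 1mM EDTA, 1mM DTT, pH 7.5) received compound, then a probe mix of 5 nM fluorescein-DNA and 100nM Texas-615-DNA. Fluorescence polarization was read for both dyes.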
# BAZ2B block: qHTS Assay for Inhibitors of BAZ2B | Bromodomain adjacent to zinc finger domain protein 2B (Homo sapiens), Q9UIF8 | AlphaScreen BAZ2B-H3K14Ac peptide displacement | Potency, µM (top dose mostly 114 µM), for inactives: at the highest dose activity change, negative = inhibition, actives largely listed as inhibitors | actives 4.4% (n = 360,000) | AID 504333, 2011; also: potency is read from the fitted curve at half-maximal effect; % is scaled to controls: 0 for no effect and ±100 for the full control effect; nearly all actives have a fitted effect of over 60% in size
#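 Inhibition is scored as reduced AlphaScreen emission. The BAZ2B/b-H3(5-23)K14Ac complex (50 nM each) in PBS pH 7.4, 0.01% Tween-20 meets compound (up to 110 uM) for 30 min at RT before bead addition.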
# An asterisk follows results filed as active; i = inactive; ? = inconclusive; · = no result given; & = joins results of further samples; [ ] = remark or other dose. Unless noted, calls follow the shape of the dose curve; as a rule, active = well fitted curve in the direction sought with a large enough effect; inconclusive = small, poorly fitted or top-dose-only effect, or another doubt; inactive = no such curve, though single readings can be large; an effect the other way counts as inactive or inconclusive.
SMILES,PGK inhibitor,HP1b binding inh,G9a block,PI4K2A inh,GLS inh,Pin1 inh,JMJD2A Tudor,ERG-DNA inh,BAZ2B block
O=C(CCCCCNS(=O)(=O)c1ccc(Br)cc1)NCCN1CCOCC1,-7.0%,28.9%,-64.1%,9.1,3.4%,-3.1%,-2.5%,-4.9%,1.5%
CC(=O)NC(Cc1c[nH]c2ccccc12)C(=O)N/N=C/c1ccccc1 (stereo unspecified),0.5%,18.4%,-3.1%[59 µM],3.4,14.2%,2.1%,-18.6%,7.7%,?
COc1ccc(CNC(=O)C2CCN(S(=O)(=O)c3ccc(-c4nn[nH]n4)cc3)CC2)cc1,i,12.0%,19.4%[59 µM],-24.9,11.3%,-3.8%,-30.1%,-1.9%,?
CCOC(=O)N1CCN(S(=O)(=O)c2ccc(C(=O)N(CCN(CC)CC)c3nc4ccc(C)cc4s3)cc2)CC1,-3.8%,-18.0%,50.1µM*,0.8,0.0%,-3.4%,?,-0.5%,?
O=C(c1ccc(N2CCCC2=O)cc1)N1CCOCC1,-6.8%,36.0%,-12.1%,0.4,8.2%,1.5%,-8.2%,-4.2%,-5.0%
COc1ccccc1N(CC(=O)N/N=C/c1c(O)ccc2ccccc12)S(C)(=O)=O,12.1%,34.3%,11.3%[59 µM],1.9,27.6%,8.4%,-14.2%[57.1 µM],6.9%,1.8%
CCS(=O)(=O)N1CC(=O)N(c2cc(C)cc(C)c2)C(C)(C(=O)NC2CCCCC2)C1 (stereo unspecified),-9.3%,36.0%,7.4%[59 µM],3.9,-0.5%,-5.5%,-4.3%,-38.1%,2.1%
O=C(NS(=O)(=O)Nc1ccccn1)c1c[nH]c2ccccc12,i,33.9%,0.3%,1.8,13.0%,-5.5%,6.2%,-5.8%,-17.8%
CC(Oc1ccc(C(=O)c2ccccc2)cc1)C(=O)Nc1ccc(S(N)(=O)=O)cc1 (stereo unspecified),-14.7%,8.8%,6.4%[59 µM],-2.2,-0.9%,0.3%,-3.0%,2.8%,?
O=C(CNC(=O)c1ccc(F)cc1)OCc1cc(=O)n2ccsc2n1,-6.7%,-4.7%,11.4%[59 µM],-1.1,3.1%,-0.8%,-16.3%,9.0%,0.5%
CCc1ccc(C2CC(c3ccc(F)cc3)Nc3nc(N)nn32)cc1 (stereo unspecified),-0.7%,58.4%,?,-3.3,23.9%,7.4%,-26.8%,8.7%,-21.7%
O=C(NCCS(=O)(=O)N1CCC2(CC1)OCCO2)c1ccccc1,6.3%,17.6%,-23.5%,3.2,8.1%,-0.5%,-4.8%,0.2%,11.7%
CS(=O)(=O)NCC(c1cccnc1)N1CCN(c2ccccc2F)CC1 (stereo unspecified),-1.4%,12.8%[57 µM],12.6%,-0.6,11.8%,-2.1%,-8.2%,-10.5%,-17.2%
Cc1ccc(S(=O)(=O)Nc2cc(S(=O)(=O)N3CCOCC3)ccc2NCC2CCCO2)cc1 (stereo unspecified),-3.0%,27.8%,?,5.9,72.7%[activator],1.6%,-1.5%,14.4%,12.5%
COc1ccccc1OCC(=O)Nc1nonc1NC(=O)COc1ccccc1OC,-11.2%,10.6%,-10.0%[59 µM],-4.1,8.8%,17.3%,-7.7%,-5.8%,12.9%
Cc1cccc(Cn2cc3c(=O)n(CC(=O)Nc4c(C)cccc4C)nc-3c3cc(F)ccc32)c1,-4.9%,-5.2%,-9.2%[59 µM],1.0,0.5%,-5.5%,-20.7%,-0.1%,-6.3%
CC(=O)Nc1ccc(S(=O)(=O)N2CCCCC2C(=O)O)cc1 (stereo unspecified),i,20.8%,?,-4.8,19.2%,-1.7%,-10.9%,-13.5%,-9.1%
NC(=O)c1ccsc1NC(=O)COC(=O)CCOc1ccccc1,-3.1%,9.1%,·,-19.5,0.9%,?,-14.7%,72.3%[activator],-13.5%
Cc1cccc(NC(=O)CN2C(=O)COc3ccc(S(=O)(=O)N4CCC(C)CC4)cc32)c1C,8.5%,19.1%,-21.9%[59 µM],0.0,3.8%,4.2%,-13.6%,0.4%,-13.1%
CCCOc1ccc(/C=N/NC(=O)C(C)Sc2ccccn2)cc1OCC (stereo unspecified),-3.8%,-0.7%,13.4%[59 µM],-1.6,13.6%,3.8%,-13.8%,-4.9%,-2.4%
O=C1CCc2cc(S(=O)(=O)Nc3cccc(Cl)c3)ccc2N1,·,·,·,-1.3,10.1%,3.3%,-10.9%,·,·
Cc1ccc(NC(=O)N2CCCn3c(SCC(=O)c4ccccc4)nnc32)cc1,-2.4%,24.9%,-2.2%,1.0,0.0%,-1.5%,-15.3%,-1.9%,-3.1%
CCOc1cc(C2NC(=O)c3ccccc3O2)ccc1OC(C)C (stereo unspecified),-19.4%,23.9%,?,12.6,-5.5%,0.1%,-13.6%,-0.9%,-3.4%
CC(=O)Nc1ccc(S(=O)(=O)N2CCC(NC(=O)C(Cc3ccc(C)cc3)NC(C)=O)CC2)cc1 (stereo unspecified),7.4%,1.1%,-6.5%,-8.4,0.2%,-2.4%,-3.4%,-0.7%,-2.2%
COc1ccc(CNC(=O)CN2C(=O)COc3ccc(S(=O)(=O)N4CCCCC4)cc32)cc1,-7.8%&10.5%,62.1%&45.0%[activator],1.2%&-1.2%[59 µM],-5.6&-0.5,-2.0%&0.0%,-0.8%&-2.7%,-22.6%&-5.1%,8.0%&0.6%,-7.4%&-3.9%
CC(=O)Nc1ccc(C(=O)Cn2c3[n+](c4c(F)c(F)ccc42)CCCCC3)cc1,4.6%,36.3%,-5.4%,1.2,0.5%,3.0%,-6.8%[11.4 µM],-3.4%,11.9%
COc1ccc(S(=O)(=O)N2CCCOC2CNC(=O)C(=O)NCCCn2ccnc2)cc1OC (stereo unspecified),-3.7%,7.8%,4.3%,-2.6,2.5%,-10.8%,-14.4%,-4.7%,70.8µM*
O=C(O)c1ccc(CSc2nc(-c3ccccc3)cc(C(F)(F)F)n2)cc1,i,32.1%,-3.8%,-1.2,12.2%,-23.1%,-13.9%,1.7%,-2.4%
COc1ccc(CN(C(=O)c2nsc(Cl)c2Cl)C(C(=O)NC2CCCC2)c2ccc(OC)cc2)cc1 (stereo unspecified),-2.4%,11.2%,-49.2%[59 µM],2.3,-3.3%,3.8%,-24.1%,-11.0%,-27.9%
Nc1c2c3c(sc2nc(=O)n1N)CCCC3,0.0%,20.3%,?,-1.4,13.7%,-8.3%,-16.9%,-17.4%,6.4%
O=C(COC(=O)C1CC2CCCC(C1)C2=O)Nc1ccccc1 (stereo unspecified),9.2%,32.7%,10.2%[12.7 µM],-2.3,4.5%,1.4%,0.0%,4.0%,-2.5%
COc1ccc(C(=O)N/N=C/c2ccc(OC(=O)c3ccccc3)cc2)cc1,11.3%,18.4%,10.2%[59 µM],0.5,8.1%,-2.0%,-2.8%,5.9%,12.0%
CCn1c(SCC(=O)Nc2nccs2)nnc1C1CC1,4.0%,28.9%,·,-4.3,5.1%,2.0%,-15.1%,6.1%,4.7%
Cc1ccc(-c2noc(CNC(=O)c3ccoc3C)n2)cc1,1.0%,19.0%,17.3%,0.1,1.7%,9.8%,?,-11.1%,-12.2%
CCOc1ccc(NC(=O)CC2C(=O)N(c3ccccc3)C(=O)N2Cc2ccccn2)cc1 (stereo unspecified),-1.7%,5.4%,27.1%[12.7 µM],1.2,2.5%,-10.2%,-15.7%,7.7%,9.6%
CC(C)CCNC(=O)CCc1nnc(Cc2c[nH]c3ccccc23)o1,-2.3%,40.7%[activator],?,-1.0,6.8%,-0.8%,-3.0%,0.9%,-0.7%
Cc1occc1-c1nnc(SCC(=O)NC2CCC(C)CC2)o1 (stereo unspecified),i,50.6%[activator],7.4%[59 µM],-0.3,-3.4%,0.5%,-2.7%,-9.8%,0.0%
CC(=O)COc1ccc2cc(-c3ccccc3)c(=O)oc2c1,-9.1%,76.8%[activator],41.2%[59 µM],-4.3,-2.3%,10.4%,-9.1%,7.8%,-6.4%[0.457 µM]
N#Cc1c(SCC(=O)Nc2ccccc2)nsc1SCC(=O)Nc1ccccc1,-1.2%,25.7%,4.6%,-2.9,5.0%,11.8%,-7.6%,-4.4%,-4.2%
COc1ccc(N2CC(C(=O)Nc3nc4ccc(F)cc4s3)CC2=O)c(OC)c1 (stereo unspecified),i,18.9%,·,-1.4,1.9%,7.5%,-29.7%,16.5%,-11.3%

# Assay outcomes as filed in PubChem BioAssay.
